Screening data deposited in PubChem by several laboratories.
STEP inh – STEP (human) phosphatase inhibition | P54829 | recombinant STEP, OMFP fluorogenic substrate, fluorescence | inhibition, % at 20 µM | hit rate 0.25% among 360,000;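 active means inhibition at 20 µM, scaled per plate between control wells, above about 37%, limit read from the data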;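 further: 0% = DMSO with enzyme and substrate and 100% = substrate only without enzyme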
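Assay system: isolated STEP enzyme / Timing: 20 min at room temperature, dark / Doses: 20 µM, 1% DMSO / Technique: fluorescence intensity, excitation 480 nm, emission 540 nm / Reagent: fluorogenic phosphatase substrate OMFP at 25 µM final / Measure: percent inhibition scaled to no-enzyme and uninhibited-enzyme controls, plate-pattern corrected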
LMPTP inh – LMPTP (human) inhibition; recombinant LMPTP-A, OMFP fluorogenic substrate, fluorescence intensity; AID 651560; inhibition, % at 20 µM; P24666; hit rate 0.22% among 360,000;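 active means compounds that cut the enzyme signal by at least half of the control window in the single-dose screen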;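 further: plate controls were DMSO wells with enzyme plus substrate for no effect and substrate without enzyme for full effect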
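Assay system: LMPTP-A phosphatase enzyme | Input: 0.625 nM enzyme | Also added: Fluorogenic phosphatase substrate OMFP at 400 µM final | Compound dosing: One test concentration per compound, 20 µM, with 3% DMSO overall | Schedule: 50 min enzyme reaction at room temperature, protected from light | Signal: Fluorescence intensity | Benchmarks: no-enzyme and uninhibited controls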
DNMT1 block – inhibitors of human DNMT1 | P26358 | DNMT1 molecular beacon, Hinp1I cleavage, fluorescence | inhibition (reported as % activation of signal), % at 10 µM | hit rate 0.83% among 360,000; in the data active means inhibition above about 50%
CSN inh – CSN deneddylation inhibition; Q92905; Purified CSN, SCF-Nedd8-OG deneddylation, fluorescence polarization; inhibition, % at 12.5 µM; hit rate 0.38% among 360,000; AID 651999;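 active means pattern-corrected inhibition above about 35%, with an unprinted fluorescence ratio check between 0.5 and 1.5, limit read from the data, passing the limit was not always enough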;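 further: 0% = enzyme with substrate and 100% = substrate without enzyme; some results filed as inactive read as strong as hits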
Target sequence (Q92905 whole entry, looked up, one chain of several): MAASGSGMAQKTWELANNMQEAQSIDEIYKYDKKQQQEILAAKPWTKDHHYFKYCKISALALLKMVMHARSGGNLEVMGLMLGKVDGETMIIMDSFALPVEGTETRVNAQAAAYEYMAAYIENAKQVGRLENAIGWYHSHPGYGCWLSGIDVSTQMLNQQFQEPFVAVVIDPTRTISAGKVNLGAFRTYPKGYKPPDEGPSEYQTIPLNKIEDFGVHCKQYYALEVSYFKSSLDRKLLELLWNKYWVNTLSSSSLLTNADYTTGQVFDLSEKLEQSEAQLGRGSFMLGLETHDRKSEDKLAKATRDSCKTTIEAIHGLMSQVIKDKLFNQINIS
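Assay system: HEK293T-derived human Csn5 enzyme; quantity: 0.24 nM enzyme; medium: Tris/NaCl/DTT buffer, pH 7.5; also added: substrate SCFSkp2-Nedd8OG, 10 nM; doses: 12.5 µM compound; schedule: 90 min reaction at room temperature; signal: FP; read-out: % inhibition of substrate cleavage by Csn5; benchmarks: substrate-only high control, full reaction low control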
PABP1 MLLE inh – inhibitors of microRNA-mediated deadenylation, human PABP1 MLLE binding; P11940; GST-MLLE / FITC-PAM2 fluorescence polarization; inhibition, % at 20 µM; hit rate 0.36% among 360,000; AID 588489; in the data active means inhibition above about 35%, passing the limit was not always enough;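 further: plate controls were DMSO wells with GST-MLLE for no effect and wells lacking GST-MLLE protein for full effect; some results filed as inactive read as strong as hits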
NadD inh – NadD (S. aureus) enzyme inhibition; purified NadD enzyme, colorimetric absorbance read-out; inhibition, % at 20 µM; hit rate 0.78% among 360,000; AID 602399; in the data active means inhibition above about 26%; further: some compounds past the cut are filed as inactive
SUMO1 PPI mod – alters human SUMO1 binding to SIM partners. P63165. SUMO1 binding to a labelled peptide, TR-FRET, 1 h. inhibition, % at 20 µM. hit rate 0.33% among 360,000. AID 602429; in the data active means inhibition above about 37%
Target sequence (P63165 whole entry, looked up): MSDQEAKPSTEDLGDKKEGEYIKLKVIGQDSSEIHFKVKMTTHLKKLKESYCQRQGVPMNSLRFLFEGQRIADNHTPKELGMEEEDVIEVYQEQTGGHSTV
Scp-1 inhibitor – blocks human Scp-1 phosphatase activity. Q9GZU7. Recombinant Scp1, phosphopeptide, malachite green phosphate absorbance. inhibition, % at 20 µM. hit rate 0.88% among 340,000. AID 493091;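 active means inhibition above about 50% at 20 µM, limit read from the data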;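 further: plate controls were DMSO wells with enzyme for no effect and wells lacking enzyme for full effect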
Target sequence (Q9GZU7 76-261 limits assumed): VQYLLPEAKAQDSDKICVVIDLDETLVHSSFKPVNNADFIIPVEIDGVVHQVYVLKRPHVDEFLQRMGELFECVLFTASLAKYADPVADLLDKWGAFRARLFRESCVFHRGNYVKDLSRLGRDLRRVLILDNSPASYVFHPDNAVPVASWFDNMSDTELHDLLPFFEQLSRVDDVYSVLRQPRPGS
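Test system: SCP-1 catalytic domain; Buffer or medium: Acidic Tris acetate buffer with magnesium and detergent; Also added: Phosphorylated 17-residue peptide substrate; Compound: single 20 µM dose, 1% DMSO; Schedule: enzyme reaction 45 min at room temperature, colour 5 min, stabilisation 30 min; Signal: Phosphate-binding colour reagent, absorbance read at 630 nm.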
Rpn11 inh – blocks the human proteasome subunit Rpn11 | human 26S proteasome, Ub4-pepOG fluorescence polarization; 20S core pre-blocked with epoxomicin | calls only at 20 µM | hit rate 0.59% among 360,000 | AID 588493;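 active means inhibition at 20 µM, scaled to each plate's controls, above about 33%, limit read from the data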
Target sequence (O00487 whole entry, looked up): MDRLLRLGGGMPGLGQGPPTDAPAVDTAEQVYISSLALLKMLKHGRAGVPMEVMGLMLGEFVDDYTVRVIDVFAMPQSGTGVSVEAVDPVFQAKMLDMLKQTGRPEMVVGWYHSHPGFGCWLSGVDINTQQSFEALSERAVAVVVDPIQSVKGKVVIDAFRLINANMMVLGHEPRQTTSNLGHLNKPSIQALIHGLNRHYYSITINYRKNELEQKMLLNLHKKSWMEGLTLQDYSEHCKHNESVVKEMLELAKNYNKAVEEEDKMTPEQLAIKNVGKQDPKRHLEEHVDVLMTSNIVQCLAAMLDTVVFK
TbMetRS inhib – blocks T. brucei methionyl-tRNA synthetase activity | inhibition, % at 11.9 µM | AID 624268 | hit rate 0.4% among 360,000 | purified T. brucei MetRS, ATP depletion, Kinase-Glo luminescence;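 active means inhibition above a per-plate cutoff of the control wells' mean inhibition plus 3 SD, cut at about 5.5% in these data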;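 further: 0% = DMSO wells median and 100% = median of wells with control inhibitor compound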
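technique = Kinase-Glo luminescence, ATP depletion format | system = purified MetRS (methionyl-tRNA synthetase) enzyme from Trypanosoma brucei | timing = 15 min preincubation, 2 h reaction, all 25 °C | evaluation = percent inhibition versus plate control medians | dosing = single dose, 11.9 µM final nominal, 0.9% final DMSO | also added = substrates ATP, L-methionine and bulk Escherichia coli tRNA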
* marks the source's active call; other numbers are inactive results; i = inactive; . = no result given. Compounds as they come; about 3.6% have a hit in one of these screens.

Molecule,CSN inh,DNMT1 block,PABP1 MLLE inh,STEP inh,SUMO1 PPI mod,TbMetRS inhib,LMPTP inh,Scp-1 inhibitor,Rpn11 inh,NadD inh
CCOc1nc(C)cc(COC)c1C(N)=O,1,1,13,2,4,0.1,0.3,8,i,1
CCOc1ccc(N(CC(=O)N2CCOCC2)S(=O)(=O)c2ccc(Cl)cc2)cc1,9,3,-2,-3,1,-0.4,-0.1,-1,i,2
COc1ccc(NC(=O)C2C3C=CC(C3)C2C(=O)NCc2ccccn2)c(OC)c1 (centres undefined),3,1,20,-2,1,0.2,0.5,-7,i,-13
O=C(c1cc2c(s1)-c1ccccc1OC2)N1CCN(c2ccccc2)CC1,10,-2,-3,1,-6,-0.9,4.5,-3,i,-3
CC(=O)c1cc(C)c(OCc2cn(CC(=O)c3ccc(O)cc3)nn2)c(C)c1,0,34,-4,-1,7,-0.1,-2.1,-11,i,8
O=C(O)C1C2CCC(C2)C1C(=O)NCCC1=CCCCC1 (centres undefined),-5,19,-11,0,1,-0.6,-1.9,-5,i,2
CCCOc1ccc(CCC(=O)N/N=C/c2ccc([N+](=O)[O-])o2)cc1,7,-14,-4,1,-30,-0.5,0.9,-23,i,1
Cc1nnc(NC(=O)c2cccc(S(=O)(=O)N(C)c3cccc(Cl)c3)c2)s1,-1,0,-8,0,-1,0.4,0.0,-7,i,0
OCc1nc2ccccc2n1/N=C/c1cccs1,4,0,7,-2,1,-0.3,0.5,-4,i,-2
COc1ccc(NC(=O)C(NC(=O)OC(C)(C)C)C(C)OCc2ccccc2)cc1 (centres undefined),4,5,5,-4,-1,-0.2,0.3,-5,i,-1
CSCCC(NC(=O)/C(=C\c1ccco1)NC(=O)c1ccco1)C(=O)O (centres undefined),1,1,9,0,0,-0.4,-1.1,4,i,-6
COc1ccccc1CNC(=O)COC(=O)C12CC3CC(CC(O)(C3)C1)C2,-1,2,-7,0,-2,-0.4,-0.7,0,i,5
COc1cccc(/C=C2\CC(C)Cc3c2nc2ccccc2c3C(=O)O)c1OC (centres undefined),-7,0,8,1,4,0.3,8.2,-1,i,7
COc1ccccc1C(=O)Nc1cc(C)c(OCC(=O)N2CCOCC2)c(C)c1,0,3,-6,-1,0,-0.3,-0.1,-7,i,-2
C/C(=N\OC(=O)c1ccccc1F)c1nccs1,2,1,-14,-2,-1,-0.5,-1.4,-7,i,5
COc1ccc(NC(=O)Cn2cc(C(=O)c3ccco3)c3ccccc32)cc1,-4,-6,8,0,1,0.1,0.2,-6,i,-1
Cc1ccccc1OCC(=O)OCC(=O)NC1CCCC1,3,-1,22,-3,3,-0.2,-1.4,.,i,0
CC[C@]12c3[nH]c4ccc(Cl)cc4c3CCN1C(=O)[C@@H](CC(=O)NCc1ccc(OC)c(OC)c1)C[C@@H]2C(=O)N1CCN(C(=O)C2CC2)CC1,-1,-8,10,2,5,-0.2,0.3,1,i,4
CC(C)(CO)CNC(=O)c1ccc(OC2CCN(C(=O)C3CC3)CC2)cc1,2,0,-3,0,-6,-0.8,-2.2,-7,i,2
Cc1ccc(-n2ncc3c(=O)[nH]c(SCC(=O)N4CCC(C)CC4)nc32)cc1C,18,-2,-14,-1,41*,-0.7,1.3,3,i,13
Cc1csc2c(N3CCN(C(=O)NC(C)(C)C)CC3)ncnc12,3,4,5,3,3,2.6,-0.8,-7,i,-3
O=C(CSc1nc2[nH]ncc2c(=O)n1-c1ccccc1Br)NCc1ccccc1Cl,0,-4,7,-1,4,0.3,-1.0,-3,i,-4
O=C(O)CC(NC(=O)C(c1ccccc1)c1ccccc1)c1cccc([N+](=O)[O-])c1 (centres undefined),0,-1,-4,1,-6,0.2,-1.6,-2,i,-4
CC1CCC(NC(=O)COC(=O)c2cccnc2Cl)CC1 (centres undefined),2,0,1,-4,-2,-0.1,-0.7,-5,i,-3
CC1(C(=O)NS(=O)(=O)C2CC2)CCN(C(=O)c2ccccc2OC(F)(F)F)C1 (centres undefined),-4,6,-6,-2,2,-0.1,-1.8,.,i,-4
Cc1ccc(C)c(N2CCN(C(=O)c3ccc4nsnc4c3)CC2)c1,5,0,-3,2,-32,-0.1,1.6,-8,i,0
O=C(COC(=O)C1(c2ccccc2F)CCCC1)Nc1ncc(C(F)(F)F)cc1Cl,-4,-5,-8,1,-4,-0.5,0.4,-3,i,-5
O=C(O)[C@@H]1Cc2ccccc2N1,6,-15,-22,-3,10,-0.3,0.2,-14,i,-3
O=c1n(-c2ccccc2)c(=O)n2n1CCC2,-1,4,3,3,-4,-0.1,-2.1,-7,i,-1
CCn1c(SCC(=O)Nc2oc(-c3ccccc3)c(-c3ccccc3)c2C#N)nnc1-c1cc(OC)cc(OC)c1,70*,-1,-29,2,22,-0.7,5.1,-2,i,51*

A run of entries from the list above, for reference:
Molecule,CSN inh,DNMT1 block,PABP1 MLLE inh,STEP inh,SUMO1 PPI mod,TbMetRS inhib,LMPTP inh,Scp-1 inhibitor,Rpn11 inh,NadD inh
COc1ccc(NC(=O)Cn2cc(C(=O)c3ccco3)c3ccccc32)cc1,-4,-6,8,0,1,0.1,0.2,-6,i,-1
Cc1ccccc1OCC(=O)OCC(=O)NC1CCCC1,3,-1,22,-3,3,-0.2,-1.4,.,i,0

Following part:
Molecule,CSN inh,DNMT1 block,PABP1 MLLE inh,STEP inh,SUMO1 PPI mod,TbMetRS inhib,LMPTP inh,Scp-1 inhibitor,Rpn11 inh,NadD inh
O=C(CC1OC(=O)c2ccccc21)NCC1COc2ccccc2O1 (centres undefined),0,2,7,-3,0,-0.3,0.0,-8,i,-1
Cn1nnc2cc(NC(=O)N3CCN(c4ccccn4)CC3)ccc21,5,0,-14,-2,2,-0.1,-0.1,0,i,-2
COCCCNC(=O)c1ccc(N2CCCC2)c(NS(=O)(=O)c2ccc(C)cc2)c1,-2,8,21,-3,-1,0.1,-0.9,-4,i,-7
O=C(O)CCC(=O)c1ccc2c(c1)OCCO2,10,-4,9,3,4,-0.3,-0.9,-9,i,2
CC(=O)N1N=C(c2cccc(Br)c2)OC12CCCC2,0,1,10,2,0,-0.7,-0.5,-9,i,-5
CC(=O)Nc1sc2c(c1C(=O)N1CCOCC1)CCCCC2,1,-2,13,-3,-1,-0.3,0.2,3,i,-1
O=C(O)c1cccc(NC(=S)NC(=O)c2ccncc2)c1,-12,1,44*,-3,-2,-0.4,-1.6,1,i,6
Cn1nc(C(=O)Nc2cccc(S(=O)(=O)N3CCCCC3)c2)c2ccccc2c1=O,-1,-2,-42,0,-2,0.0,2.4,-1,i,-3
COCCNC(=O)CN(CCc1ccccc1)S(=O)(=O)c1ccc(OC)cc1,-7,1,2,-3,0,0.4,-0.1,-11,i,0
CCn1cc(CNCc2ccc(OCC(O)CN(C)Cc3ccccc3)cc2)cn1 (centres undefined),2,-1,-2,-2,-2,0.3,2.8,1,i,0
COc1cccc(-n2c(Cc3cc(=O)[nH]c(=O)[nH]3)nnc2SCC(=O)N2CCCC2)c1,-3,0,19,1,1,-0.6,0.0,-8,i,1
COc1cccc(N2CCN(CC(=O)Nc3ccccc3C(=O)NCc3ccccc3)CC2)c1,1,-3,2,1,6,-0.4,1.0,-7,i,-8
CCCCNC(=O)CSc1nc2cc3c(cc2c(=O)n1CCC(=O)NCCc1ccc(OC)c(OC)c1)OCO3,7,-1,-34,-2,4,-0.1,-3.4,-3,i,-7
COc1ccccc1NC(=O)CCSc1nnc(-c2ccco2)o1,1,-1,-1,-2,-1,-0.5,-1.7,-2,i,-10
COCCn1c(=N)c(C(=O)NCc2ccco2)cc2c(=O)n3ccccc3nc21,-1,3,29,0,-7,-1.0,2.1,-5,i,0
COC(=O)Nc1nnc(-c2ccccc2Cl)s1,0,5,-20,0,-3,-0.7,-0.2,5,i,0
Cc1sc2ncnc(N3CCC(C(=O)Nc4cc(C(F)(F)F)ccc4OCC(F)(F)F)CC3)c2c1C,-2,-12,4,3,-2,0.2,-0.9,-1,i,6
C=CCNc1cnn(-c2ccc(C)cc2)c(=O)c1Sc1ccc(C)cc1,2,-3,-1,3,-8,0.6,1.4,-6,i,3
CN(C)c1nc2c(c(=O)[nH]c(=O)n2C)n1Cc1ccccc1Br,23,5,-4,-3,-2,-0.5,-1.1,-6,i,-3
COC(=O)C1=C(C)N(CC2CCCO2)C(=O)C1 (centres undefined),0,-2,-8,-2,4,-0.9,-0.2,-3,i,-1
CCN(CC)S(=O)(=O)c1cccc(NC(=O)COc2ccc(C#N)cc2OC)c1,4,9,-3,0,5,-1.2,-0.3,-4,i,-2
CCCC(c1nnnn1CC(=O)OCC)N(Cc1cc2ccc(C)cc2[nH]c1=O)C1CCCC1 (centres undefined),-8,2,2,2,-3,0.5,1.9,4,i,2
